# Calb biofilm kill – clotrimazole potentiators killing Candida biofilms, primary screen, with clotrimazole, Alamar Blue; inhibition, % at 6 µM; hit rate 0.14% among 85,000; AID 834, 2007; C. albicans biofilm + clotrimazole;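 active means inhibition above 20%; inactive means inhibition below 20%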;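 further: preformed 24 hr biofilms exposed to compound for 48 hr; 0% = biofilm without compound and 100% = blank killed by clotrimazole plus chlorhexidine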
# EphB4 antag – EphB4-ephrin-B2 interaction antagonists, primary screen, biochemical, TNYL-RAW peptide probe, fluorescence polarization; inhibition, % at 7 µM; Ephrin type-B receptor 4 (Homo sapiens), P54760; EphB4 LBD / TNYL-RAW-Alexa532 peptide; hit rate 0.15% among 97,000;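 active means inhibition above the screen-wide mean inhibition plus 3 SD, cut at about 15% in these data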;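 further: 0% = DMSO wells and 100% = excess unlabeled TNYL-RAW peptide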
# Target sequence (P54760 whole entry, looked up, the tested form may be a part): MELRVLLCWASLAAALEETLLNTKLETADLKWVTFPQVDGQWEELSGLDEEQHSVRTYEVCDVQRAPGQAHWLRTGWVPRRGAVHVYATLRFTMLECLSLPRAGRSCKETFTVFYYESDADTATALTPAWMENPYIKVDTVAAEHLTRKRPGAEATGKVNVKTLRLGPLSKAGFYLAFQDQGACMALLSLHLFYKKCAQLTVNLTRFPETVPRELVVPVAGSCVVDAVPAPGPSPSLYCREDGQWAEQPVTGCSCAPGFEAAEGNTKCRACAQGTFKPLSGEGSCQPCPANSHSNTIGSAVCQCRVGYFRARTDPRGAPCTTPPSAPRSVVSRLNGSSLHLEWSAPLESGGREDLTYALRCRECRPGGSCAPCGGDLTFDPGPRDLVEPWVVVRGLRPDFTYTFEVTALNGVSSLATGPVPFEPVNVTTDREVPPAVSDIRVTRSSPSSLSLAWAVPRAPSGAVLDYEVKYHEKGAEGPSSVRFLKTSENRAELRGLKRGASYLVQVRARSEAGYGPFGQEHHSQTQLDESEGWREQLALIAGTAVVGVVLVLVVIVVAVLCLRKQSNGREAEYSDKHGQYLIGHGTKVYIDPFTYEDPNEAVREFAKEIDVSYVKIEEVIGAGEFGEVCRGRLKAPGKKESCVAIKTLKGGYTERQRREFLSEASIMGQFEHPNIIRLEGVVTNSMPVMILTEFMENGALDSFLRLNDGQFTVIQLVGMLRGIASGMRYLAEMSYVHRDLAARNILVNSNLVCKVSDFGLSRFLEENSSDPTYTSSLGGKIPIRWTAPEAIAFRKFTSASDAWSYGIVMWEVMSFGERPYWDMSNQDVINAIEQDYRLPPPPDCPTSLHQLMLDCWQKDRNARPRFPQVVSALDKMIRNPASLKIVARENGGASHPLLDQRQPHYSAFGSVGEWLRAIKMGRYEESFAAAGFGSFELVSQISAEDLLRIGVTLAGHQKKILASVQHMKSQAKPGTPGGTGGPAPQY
# PLK1 PBD inh – Plk1 polo box domain binding inhibitors, primary screen, biochemical, fluorescence polarization; Plk1 PBD phosphopeptide binding; inhibition, %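 (tested at about 20 µM)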; hit rate 0.13% among 97,000; AID 693, 2007; in the data active means inhibition above about 34%, passing the limit was not always enough
# HIV Rev-RRE inh – HIV-1 Rev-RRE binding inhibitors, primary screen, biochemical, FRET, protein-RNA interaction; Rev peptide-RRE RNA binding; inhibition, % at 8 µM; hit rate 0.79% among 97,000;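 active means inhibition above the screen-wide mean plus 3 SD, cut at about 35% in these data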;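 further: 0% = median DMSO wells and 100% = median Neomycin B control wells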
#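 Material: labelled RRE RNA duplex and labelled Rev peptide / Buffer or medium: HEPES pH 7.5 salt buffer with EDTA / Compound dosing: single point, 8 µM final nominal compound concentration / Benchmarks: DMSO low control, neomycin B high control / Timing: 5 min preincubation and 15 min binding, 25 °C / Technique: FRET fluorescence readout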
# PTPN22 act – LYP phosphatase activators, primary screen, biochemical, DiFMUP fluorescence, 2 µM; Tyrosine-protein phosphatase non-receptor type 22 (Homo sapiens), Q9Y2R2; recombinant LYP; 0 = plate median, 100 = signal doubled; activation, % at 2 µM; hit rate 0.11% among 96,000; AID 697, 2007;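 active means activation at 2 µM above a set limit, the mean plus 5 SD, cut at about 37% in these data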
# CYP2C9 act – human CYP2C9 activators, primary screen, biochemical, luminescence | Cytochrome P450 2C9 (Homo sapiens), P11712 | recombinant CYP2C9, luciferin-H conversion; hits give high values; factor 1 = untreated enzyme, 0 = blocked | activation factor at 5 µM | hit rate 1.4% among 96,000;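 active means activation factor of 2 or more for CYP2C9 at a 5 µM dose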;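 further: 0 = sulfaphenazole-blocked wells and 1 = vehicle-only wells; values of inactives mirror those of a sister screen read the other way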
# LYP inh 2 – PTPN22 phosphatase inhibitors, primary screen, biochemical, DiFMUP fluorescence, 2 µM. Tyrosine-protein phosphatase non-receptor type 22 (Homo sapiens), Q9Y2R2. recombinant LYP catalytic domain. inhibition, % at 2 µM. hit rate 0.21% among 96,000. AID 640, 2007;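 active means inhibition at 2 µM at or above a set limit, the screen mean plus 3 SD, cut at about 24% in these data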;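 further: 0% = DMSO with enzyme and 100% = enzyme fully blocked by orthovanadate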
# PLK1 kinase inh – human PLK1 kinase inhibitors, primary screen, biochemical, TR-FRET. recombinant PLK1 kinase, TR-FRET peptide phosphorylation. inhibition, % at 10 µM. hit rate 0.53% among 97,000. AID 619, 2007;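 active means inhibition of 50% or more in the single-concentration screen; inactive means inhibition below 50%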;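 further: 0% = DMSO max control and 100% = H-89 dihydrochloride min control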
# CYP2C9 inhib – blockers of cytochrome P450 2C9 activity – biochemical, luminescence, ADME assay, primary screen. P11712. CYP2C9 Supersomes, luciferin-H conversion. inhibition, % at 5 µM. hit rate 20% among 96,000;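 active means blocking of liver enzyme CYP2C9 beyond about 50% at 5 µM, limit read from the data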; further: values of inactives mirror those of a sister screen read the other way
# Starred values were filed as active, the others as inactive; nt = not tested or not shown.
1: CCC(C)Nc1c([N+](=O)[O-])cc(C)cc1[N+](=O)[O-] (stereo not drawn)
2: CCn1c(CC(=O)Nc2ccc(C)c(Cl)c2)nnc1SCC(=O)Nc1nc(C)cs1
3: O=C(CCc1n[nH]c(=O)[nH]c1=O)N1CCOCC1
4: COc1ccc(CCNC(=O)Cn2c(-c3nonc3N)nc3ccccc32)cc1OC
5: CCOC(=O)c1cccc(S(=O)(=O)N(CCO)Cc2cc3cc(OC)c(OC)cc3[nH]c2=O)c1
6: CCOC(=O)c1nn(-c2cccc(Cl)c2)c(C)c1C(C)=O
7: O=C1CCCCCCC1Sc1ccccc1[N+](=O)[O-] (stereo not drawn)
8: CC(=C/c1ccccc1)/C=N/NC(=O)c1cnccn1
9: CCS(=O)(=O)Nc1ccc(Cc2ccc(NS(=O)(=O)CC)cc2)cc1
10: CCN(CC)c1ccc(Nc2nc(N3CCOCC3)c3ccccc3n2)cc1
screen / no.	1	2	3	4	5	6	7	8	9	10
Calb biofilm kill	nt	2	0	9	2	nt	nt	3	3	4
EphB4 antag	-4	5	4	1	7	-1	-6	0	3	1
PLK1 PBD inh	19	-10	-12	-4	13	-16	-17	21	10	-6
HIV Rev-RRE inh	6	5	4	7	2	5	2	0	8	-2
PTPN22 act	5	4	4	-4	0	11	0	5	-7	5
CYP2C9 act	0.8	0.4	1	0.5	1	0.4	1.2	0.9	0.1	0.4
LYP inh 2	-4	-1	-4	1	-2	-16	3	-5	6	-3
PLK1 kinase inh	-15	-12	-10	-1	-1	-7	-11	-1	5	-7
CYP2C9 inhib	16	63*	-2	48	2	64*	-16	6	87*	55*

11: Cc1cccc(C)c1OCC(=O)N1CC2(C)CC1CC(C)(C)C2 (stereo not drawn)
12: O=C(NCc1ccco1)C1CCC(CNS(=O)(=O)c2cccc3cccnc23)CC1 (stereo not drawn)
13: CC(=S)/C=C1\Sc2ccccc2N1C
14: COC(=O)c1ccc(/C=C/C(=O)c2ccc(OC)cc2)cc1
15: O=C(Nc1ccc2oc(-c3ccccc3)nc2c1)c1ccncc1
16: NC(=O)c1ccc(OCC(F)(F)C(F)(F)C(F)(F)C(F)(F)C(F)(F)C(F)F)cc1
17: CCOC(=O)N1CCN(c2ncnc3c2cnn3-c2ccc(OC)cc2)CC1
18: CCOC(=O)N1CCC(NC(=O)c2ccc3c(c2)N(Cc2ccccc2)CCS3)CC1
19: Cc1nc2ccc(S(=O)(=O)c3ccc4nc(C)[nH]c4c3)cc2[nH]1
20: Cc1ccc(-c2noc(CN(C(=O)c3cccs3)C(C)C)n2)cc1
screen / no.	11	12	13	14	15	16	17	18	19	20
Calb biofilm kill	-2	11	nt	nt	7	nt	-5	-3	nt	6
EphB4 antag	-3	3	1	-5	0	0	3	-1	2	2
PLK1 PBD inh	1	16	-11	-2	5	-1	-14	-7	0	13
HIV Rev-RRE inh	-2	3	11	5	8	20	10	2	6	8
PTPN22 act	-1	-11	-8	1	3	-2	-2	-21	-2	6
CYP2C9 act	1.2	1.1	1	0.1	0.6	0.6	nt	0.1	0.8	0.3
LYP inh 2	-1	8	12	1	-4	0	-2	19	5	-12
PLK1 kinase inh	-6	-6	17	-24	-11	-1	-43	-14	-9	-3
CYP2C9 inhib	-22	-9	-3	91*	42	42	nt	92*	17	74*

21: COC(=O)c1cc2c(ccn2-c2ccc(F)cc2)n1C(C)C
22: O=C(CCn1c(=O)[nH]c2ccsc2c1=O)N1CCN(Cc2ccc3c(c2)OCO3)CC1
23: COc1ccc(-c2nnc(SCC(=O)c3cccs3)o2)c(OC)c1
24: COc1ccc(NC(=O)c2ccc(CNc3c(NC4CCCCC4)c(=O)c3=O)cc2)cc1OC
25: Cn1ccnc1SCC(=O)c1ccc(Br)cc1
26: COc1ccccc1OCC(=O)NCc1ccco1
27: Cc1cccc(N2CCN(C(=O)Cn3sc4nc(C)cc(C)c4c3=O)CC2C)c1 (stereo not drawn)
screen / no.	21	22	23	24	25	26	27
Calb biofilm kill	3	8	5	12	11	5	-8
EphB4 antag	-1	-6	4	-5	1	-4	8
PLK1 PBD inh	-4	6	-7	21	-8	0	-32
HIV Rev-RRE inh	0	-1	1	-2	7	-1	6
PTPN22 act	-8	45*	-4	17	1	0	1
CYP2C9 act	1	0.9	0.8	0.6	0.8	1	0.5
LYP inh 2	9	-40	7	-20	-2	-1	-4
PLK1 kinase inh	-5	-12	-40	-5	-7	-11	0
CYP2C9 inhib	2	8	16	43	15	0	54*

# Structural class, the entries above containing sulfur
2: CCn1c(CC(=O)Nc2ccc(C)c(Cl)c2)nnc1SCC(=O)Nc1nc(C)cs1
5: CCOC(=O)c1cccc(S(=O)(=O)N(CCO)Cc2cc3cc(OC)c(OC)cc3[nH]c2=O)c1
7: O=C1CCCCCCC1Sc1ccccc1[N+](=O)[O-] (stereo not drawn)
9: CCS(=O)(=O)Nc1ccc(Cc2ccc(NS(=O)(=O)CC)cc2)cc1
12: O=C(NCc1ccco1)C1CCC(CNS(=O)(=O)c2cccc3cccnc23)CC1 (stereo not drawn)
13: CC(=S)/C=C1\Sc2ccccc2N1C
18: CCOC(=O)N1CCC(NC(=O)c2ccc3c(c2)N(Cc2ccccc2)CCS3)CC1
19: Cc1nc2ccc(S(=O)(=O)c3ccc4nc(C)[nH]c4c3)cc2[nH]1
20: Cc1ccc(-c2noc(CN(C(=O)c3cccs3)C(C)C)n2)cc1
22: O=C(CCn1c(=O)[nH]c2ccsc2c1=O)N1CCN(Cc2ccc3c(c2)OCO3)CC1
23: COc1ccc(-c2nnc(SCC(=O)c3cccs3)o2)c(OC)c1
25: Cn1ccnc1SCC(=O)c1ccc(Br)cc1
screen / no.	2	5	7	9	12	13	18	19	20	22	23	25
Calb biofilm kill	2	2	nt	3	11	nt	-3	nt	6	8	5	11
EphB4 antag	5	7	-6	3	3	1	-1	2	2	-6	4	1
PLK1 PBD inh	-10	13	-17	10	16	-11	-7	0	13	6	-7	-8
HIV Rev-RRE inh	5	2	2	8	3	11	2	6	8	-1	1	7
PTPN22 act	4	0	0	-7	-11	-8	-21	-2	6	45*	-4	1
CYP2C9 act	0.4	1	1.2	0.1	1.1	1	0.1	0.8	0.3	0.9	0.8	0.8
LYP inh 2	-1	-2	3	6	8	12	19	5	-12	-40	7	-2
PLK1 kinase inh	-12	-1	-11	5	-6	17	-14	-9	-3	-12	-40	-7
CYP2C9 inhib	63*	2	-16	87*	-9	-3	92*	17	74*	8	16	15

27: Cc1cccc(N2CCN(C(=O)Cn3sc4nc(C)cc(C)c4c3=O)CC2C)c1 (stereo not drawn)
screen / no.	27
Calb biofilm kill	-8
EphB4 antag	8
PLK1 PBD inh	-32
HIV Rev-RRE inh	6
PTPN22 act	1
CYP2C9 act	0.5
LYP inh 2	-4
PLK1 kinase inh	0
CYP2C9 inhib	54*
